S100A4 MyoIIA – inhibitors of human S100A4 binding to myosin IIA peptide | S100A4/TAMRA-MyoIIA peptide fluorescence polarization | inhibition, % at 10.7 µM | 360,000 compounds, 0.14% hits;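 active = mean inhibition of at least 70% across replicates, with every replicate also reaching that level; inconclusive = mean inhibition reaches 70% but some replicates fall short; inactive = mean inhibition below 70%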
Target sequence (P26447 whole entry, looked up): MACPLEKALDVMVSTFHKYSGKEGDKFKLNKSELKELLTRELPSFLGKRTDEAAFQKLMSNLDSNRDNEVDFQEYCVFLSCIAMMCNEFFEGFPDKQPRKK
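Material: S100A4 monomer (human). Medium: Calcium-containing HEPES buffer, pH 7.2. Probe or stimulus: labelled myosin peptide probe, 5 nM. Compound dosing: one concentration per compound. Timing: polarization read 5 min after assay mix addition, stable 5–60 min. Benchmarks: DMSO as neutral control, TFP as positive control.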
XiGFP reactiv – reactivates the inactive X chromosome in mouse fibroblasts; activation, % at 7.58 µM; XiGFP mouse fibroblasts, % GFP-positive cells imaging, 3 d; cells co-treated with 5-aza-dC sensitizer; scaled so ellipticine positive control = 100%; 360,000 compounds, 0.055% hits;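 active = mean normalized replicate activation at least 10% and every replicate at or above 10%; inconclusive = only one of the two criteria met; inactive = mean below 10% and not all replicates reach 10%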;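 note: 0% = median of on-plate neutral control wells and 100% = ellipticine 6 µM median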
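material = 68-5-11 XiGFP fibroblast line | medium = DMEM plus 5-aza-dC sensitizer | schedule = 3 days compound exposure | benchmarks = positive control ellipticine, 6 µM final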
E-sel inducer – induces E-selectin expression in human endothelial cells. P16581. HUVEC E-selectin immunofluorescence imaging; normalized: neutral wells 0, TNF-alpha wells 100. activation, % at 7.58 µM. 260,000 compounds, 0.37% hits. AID 686992;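 active = mean E-selectin-positive cell signal at least 10% of the positive control, reached in at least 60% of replicates, without over 20% cell loss; inconclusive = no rule given, readout overlaps actives, possibly toxicity-flagged; inactive = the rest, including those meeting only one limit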;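 note: in these data hits start at about 27%; measured in HUVEC primary endothelial cells; signal is the percent of cells scored E-selectin positive by PE staining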
Target sequence (P16581 whole entry, looked up): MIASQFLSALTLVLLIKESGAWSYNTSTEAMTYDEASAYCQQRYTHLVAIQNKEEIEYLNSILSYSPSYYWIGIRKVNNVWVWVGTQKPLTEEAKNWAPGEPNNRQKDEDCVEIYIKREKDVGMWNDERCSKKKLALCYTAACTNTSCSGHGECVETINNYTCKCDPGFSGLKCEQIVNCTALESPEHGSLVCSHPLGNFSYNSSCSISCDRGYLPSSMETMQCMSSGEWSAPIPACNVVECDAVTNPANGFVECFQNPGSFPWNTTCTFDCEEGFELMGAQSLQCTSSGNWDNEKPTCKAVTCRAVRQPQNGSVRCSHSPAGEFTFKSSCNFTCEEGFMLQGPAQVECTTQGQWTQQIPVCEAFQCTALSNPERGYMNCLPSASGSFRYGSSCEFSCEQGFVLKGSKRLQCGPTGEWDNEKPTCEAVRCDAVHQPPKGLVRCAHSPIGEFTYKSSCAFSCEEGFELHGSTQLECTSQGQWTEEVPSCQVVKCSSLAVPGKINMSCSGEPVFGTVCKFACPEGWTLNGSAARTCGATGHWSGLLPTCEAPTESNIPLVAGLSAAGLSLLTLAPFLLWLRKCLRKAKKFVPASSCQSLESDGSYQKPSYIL
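Read-out: % PE-positive cells | Test system: HUVEC | Doses: One compound dose added by pin transfer | Buffer or medium: EGM-2 over gelatin coat | Signal: Immunofluorescence imaging | Benchmarks: TNF-alpha, DMSO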
FN deposit inh – fibronectin deposition inhibition; 350,000 compounds, 0.086% hits; AID 743247; AH1F fibroblasts, Alexa488-fibronectin deposition fluorescence, overnight; inhibition, % at 12.6 µM;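 active = mean inhibition across replicates of 30% or more, regardless of how many single replicates reach that level; inconclusive = mean under 30% yet at least half of replicates reach 30%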;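 note: positive control wells lacked labelled fibronectin entirely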
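Assay system: AH1F fibroblasts / Quantity: 10000 cells per well / Medium: DMEM plus 2% serum, read in PBS / Reagent: labelled fibronectin 24 nM / Dosing: single dose, pinned / Times: 1 h cell attachment, overnight exposure to compound and label / Signal: fluorescence, ex 485 nm, em 525 nm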
esBAF inh – blocks esBAF chromatin remodeling in mouse ES cells; Bmi1-luciferase knock-in reporter, 24 h; 100% = twice the neutral-well signal; reporter increase, % at 12.5 µM; 350,000 compounds, 2% hits; in the data active = activation above about 40%; inconclusive = no clear call, values can overlap the other calls;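 note: 0% = median of the plate's neutral control wells and 100% = double that signal; a rise in the Bmi1 reporter signal indicates esBAF inhibition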
EWS-Fli block – blocks EWS/Fli oncoprotein-driven transcription. 350,000 compounds, 0.67% hits. inhibition, % at 12.6 µM. AID 651661. A673 NR0B1-luciferase reporter, viability-normalised;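 active = mean inhibition of at least 50% after viability correction, with every replicate also passing that limit; inconclusive = mean reaches 50% but only one of two replicates passes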;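 note: firefly luciferase signal divided by Alamar Blue viability fluorescence both relative to DMSO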
RAD52 anneal inh – blocks human RAD52 DNA annealing | 360,000 compounds, 0.46% hits | P43351 | inhibition, % at 18.7 µM | recombinant RAD52 DNA annealing, FRET fluorescence;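 active = every replicate showing at least 50% inhibition; inconclusive = mean inhibition at least 50% but not in every replicate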
RAD54 branch – inhibitors of human RAD54 branch migration; inhibition, % at 10.4 µM; AID 602329; 360,000 compounds, 0.14% hits; RAD54 Holliday junction branch migration, FAM/BHQ fluorescence; Q92698;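 active = mean normalized replicate activity at least 40 and at least half of replicates scoring 40 or more; inconclusive = only one of the two criteria met; inactive = mean below 40 and under half of replicates reaching 40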;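 note: 0% = median of neutral control wells and 100% = median of positive control wells; inhibitors cause a drop in the FAM fluorescence signal; in these data hits start at about 50%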
* hit, by the source's call; u = inconclusive; x = not tested or not shown.

Molecule	EWS-Fli block	XiGFP reactiv	RAD52 anneal inh	E-sel inducer	FN deposit inh	S100A4 MyoIIA	RAD54 branch	esBAF inh
O=C(COC(=O)c1ccccc1C(F)(F)F)NC(=O)NCc1ccco1	1	0.1	-48	x	-1	2	15	17
COc1ccc(S(=O)(=O)N2C[C@@H](O)COC[C@H]3O[C@@H](CC(=O)N[C@H]4CCN(Cc5ccccc5)C4)CC[C@@H]32)cc1	1	0.1	-2	-0.1	-1	2	3	-3
CCOC(=O)C1=Nc2cccc3c(O)ccc1c23	3	-0.1	-119	-0.1	-5	17	x	x
Cc1ccc(NC(=O)Cn2cnc3c(oc4nc5c(cc43)COC(C)(C)C5)c2=O)cc1	-12	0.1	-36	0.3	-2	-2	x	x
Cc1cccc(C(=O)Oc2ccccc2/C=N/Nc2ccc([N+](=O)[O-])cc2)c1	-23	0.1	-5	x	11	-4	8	-3
Cc1ccc(N2C(=S)SC3CS(=O)(=O)CC32)cc1 (stereo unspecified)	0	0.1	-8	x	2	0	x	x
Cc1cnc(C(=O)OCC(=O)N2CC(C)CC(C)C2)cn1 (stereo unspecified)	-6	-0.1	-10	0.4	3	-9	-1	-1
CC(=O)c1cccc(NC(=O)C2=CC(c3ccco3)=NS(=O)(=O)N2C)c1	-18	0.3	-4	x	-5	0	4	20
Cc1nn(CC(=O)N2c3ccccc3NC(=O)C2(C)C)c(C)c1[N+](=O)[O-]	-4	0.0	16	x	-5	1	x	x
COc1ccccc1NC(=S)N(CCN(C)C)C(C)c1ccncc1 (stereo unspecified)	11	0.0	-16	x	4	3	2	x
CO[C@@H]1CN(C)C(=O)c2cc(NS(=O)(=O)c3cn(C)cn3)ccc2OC[C@@H](C)N(CCC(F)(F)F)C[C@@H]1C	-10	-0.2	16	-0.4	x	0	-2	0
CCC(NC(=O)COC(=O)C1CC2CCCC(C1)C2=O)c1ccc(Br)cc1 (stereo unspecified)	1	0.0	-5	1.1	6	0	-1	x
C/C(CC(=O)Nc1ccccn1)=N\NC(=O)c1ccccc1O	-10	0.3	-15	0.6	4	-5	7	29
O=C(O)C(Cc1ccccc1)N=C(NS(=O)(=O)c1ccccc1)c1ccccc1 (stereo unspecified)	1	0.1	-10	5.1	x	-7	-9	-3
CCOC(=O)N1CCN(C(=O)CS(=O)Cc2nc(-c3cccc(C)c3)oc2C)CC1 (stereo unspecified)	0	0.1	12	-0.1	11	-3	1	4
C#CCn1cc2c(c1-c1ccccc1)c(=O)n(C)c(=O)n2C	4	0.2	-9	3.0	-7	-2	x	-3
C[C@@H]1CN([C@H](C)CO)C(=O)c2cccc(NS(C)(=O)=O)c2O[C@@H]1CN(C)S(=O)(=O)c1cn(C)cn1	-4	-1.1	17	0.1	-3	-39	5	0
Cc1ccsc1C(=O)N1CCN(S(=O)(=O)c2cccs2)CC1	-1	-0.1	-23	x	x	15	6	7
C/C(=N\Nc1ccccn1)c1cccs1	-65	-0.1	-17	2.7	-14	1	x	x
O=C(O)C1CCN(Cc2cccnc2)CC1	-2	0.4	-3	x	-4	-2	x	x
O=C1NC[C@@H](CCCCN2C[C@H](Cc3ccccc3)N(Cc3ccccc3)C(=O)C2=O)N(CCc2ccccc2)C1=O	-3	0.3	-10	x	-6	0	x	x
C[C@H]1CN([C@@H](C)CO)C(=O)Cc2cc(NS(=O)(=O)c3ccc(F)cc3)ccc2O[C@H]1CN(C)Cc1ccc(C(=O)Nc2ccccc2N)cc1	35	-0.1	2	1.8	x	-7	-15	-12
COc1ccc(C)cc1NC(=O)COC(=O)C1COc2ccccc2O1 (stereo unspecified)	4	0.3	-17	x	-9	1	-4	-2
Cc1ccccc1CN1CCN(C(=O)CC(C)C)CC1	10	0.0	-16	x	1	0	-2	-8
CCCCn1nnnc1C(c1ccccc1)N1CCN(c2ccc(C)cc2)CC1 (stereo unspecified)	9	u	-3	0.0	0	2	x	x
NC(=O)c1ncn([C@@H]2O[C@H](CNCc3ccccc3C#Cc3ccccc3)[C@@H](O)[C@H]2O)n1	11	0.0	-4	0.4	3	-18	-12	-7
CCCCCN(C(=O)COC(=O)c1ccc(C)cc1)c1c(N)n(CCCC)c(=O)[nH]c1=O	5	0.0	-15	-0.2	-9	-1	7	-2
O=c1[nH]cnc2c1N=C(c1cccc([N+](=O)[O-])c1)CC(c1ccccc1)N2 (stereo unspecified)	-12	0.1	-23	1.2	2	5	x	x
NS(=O)(=O)c1cccc(NC(=O)CC23CC4CC(CC(Br)(C4)C2)C3)c1	-6	0.1	1	x	-5	3	-2	6
Cn1c(-c2ccccc2)c[n+]2c1CCCCC2	6	0.0	-3	1.8	4	0	x	x

Sorted by molar mass (rising): 3 of the compounds above.
Molecule	EWS-Fli block	XiGFP reactiv	RAD52 anneal inh	E-sel inducer	FN deposit inh	S100A4 MyoIIA	RAD54 branch	esBAF inh
C#CCn1cc2c(c1-c1ccccc1)c(=O)n(C)c(=O)n2C	4	0.2	-9	3.0	-7	-2	x	-3
NS(=O)(=O)c1cccc(NC(=O)CC23CC4CC(CC(Br)(C4)C2)C3)c1	-6	0.1	1	x	-5	3	-2	6
NC(=O)c1ncn([C@@H]2O[C@H](CNCc3ccccc3C#Cc3ccccc3)[C@@H](O)[C@H]2O)n1	11	0.0	-4	0.4	3	-18	-12	-7

Continued.
Molecule	EWS-Fli block	XiGFP reactiv	RAD52 anneal inh	E-sel inducer	FN deposit inh	S100A4 MyoIIA	RAD54 branch	esBAF inh
COc1cc2c(cc1OC)CN(C(=O)[C@H]1[C@@H]3C(=O)O[C@@H](c4ccccc4)[C@@H](c4ccccc4)N3[C@@H](c3ccccc3OCCO)[C@]13C(=O)Nc1ccc(C#CC4=CCCCC4)cc13)CC2	12	x	-37	x	x	-12	-11	x
Cc1noc(C)c1NC(=O)Nc1ccc2c(c1)CC(=O)N([C@H](C)CO)C[C@@H](C)[C@@H](CN(C)CC1CCCCC1)O2	15	-0.1	4	0.3	x	0	-10	1
CC1CC(C)CN(CCOc2cccc(Cl)c2Cl)C1 (stereo unspecified)	-8	-0.1	2	2.0	10	-2	x	x
CCN1CCN(CCNC(=O)c2ccc3c(c2)N(Cc2cccc(Cl)c2)C(=O)c2ccccc2S3=O)CC1 (stereo unspecified)	16	0.0	7	x	9	8	7	5
N#Cc1ccc2c(=O)n(-c3ccccc3)sc2c1	-48	0.1	-6	0.6	5	-2	7	30
CCOC(=O)[C@]12CCCC=C1N(Cc1ccco1)C(=O)[C@H](CC(=O)N1CCN(C(=O)c3ccco3)CC1)C2	0	0.0	-10	0.0	x	-4	x	x
Cc1ccc(NC(=O)CSC(C)c2nc3ccccc3c(=O)[nH]2)cc1 (stereo unspecified)	3	-0.1	-10	1.4	x	-2	-7	-3
C[C@@H]1CN([C@H](C)CO)C(=O)c2cc(Br)cnc2O[C@H]1CN(C)C(=O)c1ccccn1	8	1.1	14	-0.3	3	45	-11	1
O=C(NCCc1ccc(Cl)cc1)Nc1ccc(F)cc1	-52	0.0	-10	x	-3	-9	x	x
C/C=C/c1ccc([C@H]2[C@@H](CO)N(C(=O)COC)[C@@H]2CNC(=O)C2CCC2)cc1	x	0.0	-4	0.7	x	1	x	x
O=C(NC(c1ccc(-c2ccccc2)cc1)c1cnccn1)C1CCN(Cc2ccc(Cl)c(Cl)c2)CC1 (stereo unspecified)	10	0.1	-9	0.1	3	2	-11	-2
CCN(CC(=O)Nc1cccc(C(C)=O)c1)S(=O)(=O)c1ccccc1	0	0.0	-7	0.3	0	-4	-7	-2
CCNC(=O)NC(=O)C(C)OC(=O)[C@H](C)NS(=O)(=O)c1c(C)c(C)cc(C)c1C (stereo partly specified)	8	0.7	-23	1.4	1	-2	1	1
CNc1nc(N)nc(OC(C(F)(F)F)C(F)(F)F)n1	-4	0.2	-8	2.6	-20	-1	x	x
O=C(NCC1CCCO1)c1ccc(OC2CCN(C(=O)C3CC3)CC2)cc1 (stereo unspecified)	-4	0.1	-3	1.4	-10	-10	-2	-1
COc1ccc(CNC(=O)C(C)NCc2ccc(S(N)(=O)=O)cc2)cc1 (stereo unspecified)	7	0.0	-10	x	2	-6	0	0
Nc1[nH]c(=S)nc2nc(-c3ccccc3)c(-c3ccccc3)nc12	4	0.0	3	x	x	-8	0	0
COc1ccc2c3c(n(C)c2c1)[C@H](CO)NCC31CCN(C(=O)c2ccc(F)cc2)CC1	-5	0.2	4	0.1	4	-9	x	x
Cc1ccc(NC(=O)CSc2nnc([C@H](C)NC(=O)OC(C)(C)C)o2)c(C)c1	9	0.0	-6	x	-7	-9	-12	x
COc1cc(OC)c(NS(=O)(=O)c2cn(C)cn2)cc1Cl	x	0.0	-5	3.1	-5	-1	-2	-3
CC(C)c1ccccc1NC(=O)c1cnccn1	x	x	-15	x	14	53	-2	2
COc1ccc(CNCC(O)(c2ccc(F)cc2)c2ccc(F)cc2)cc1	11	0.0	-15	x	-4	-3	x	x
O=C(COC(=O)c1ccc2ccccc2n1)c1ccccc1	16	-0.1	-4	-0.7	5	-2	-4	3
Cc1ccc(C)c(OCCN2CCOCC2)c1	4	0.0	7	x	-5	5	3	-1
O=c1ccc(C(F)(F)F)cn1Cc1cc(=O)n2cc(Br)ccc2n1	0	0.1	-5	x	8	-4	x	x
CC(=O)c1ccc(N2CCN(CC(O)COC(c3ccccc3)c3ccccc3C)CC2)cc1 (stereo unspecified)	19	x	-5	x	1	-5	3	0
COc1cc(OC)c(N(C)S(=O)(=O)c2cccc(C(=O)OCC(=O)NCc3ccco3)c2)cc1Cl	3	0.1	-17	x	2	8	x	x
Cc1ccc(NC(=O)C(OC(=O)c2ccc(O)cc2)c2ccccc2)cc1Cl (stereo unspecified)	7	0.0	-16	x	-6	1	6	0
COc1ccc(C(=O)n2cc(C(C)=O)c3ccccc32)cc1	12	0.2	-17	0.2	2	4	2	2
CC(=O)Nc1ccc(N2C(=O)CSC2c2ccccc2)cc1 (stereo unspecified)	-5	0.1	-3	3.8	5	-13	-8	2
Cc1ccc(-c2cnc3c(c2)C(=O)N([C@@H](C)CO)C[C@@H](C)[C@H](CN(C)C(=O)c2cccnc2)O3)cc1	-3	0.2	-24	-0.4	x	-20	8	10
Cc1ccc(NC(=O)OCc2cc(-c3ccccc3)on2)cc1	-33	0.0	-5	3.4	3	7	x	x
CCN1CCN(C(CNS(=O)(=O)c2ccc(Cl)cc2)c2cccnc2)CC1 (stereo unspecified)	7	0.1	-4	x	12	0	-6	x
O=C(Cc1ccccc1)N1C[C@@H]2[C@H](c3ccccc31)[C@@H](CO)N2C(=O)C1CCOCC1	6	0.0	-1	0.0	x	-7	-5	0
O=C(O)CN1C(=O)SC(Nc2ccccc2)C1=O (stereo unspecified)	x	x	-5	x	x	4	4	3
